FBW7 activator = activators of human E3 ligase FBW7; hit rate 0.13% among 650,000; normalized activity (activation), % at 26.1 µM; AlphaScreen FBW7–phospho-cyclin E peptide binding, activator screen; Q969H0; in the data active = normalized activity above about 1.9%;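 also: purified mutant Fbw7 with reduced substrate affinity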
GPR151 activ = activators of human GPR151; Q8TDV0; hit rate 1% among 650,000; activation, % at 11.2 µM; PathHunter beta-arrestin GPR151 cells, luminescence; in the data active = activation above about 4.9%;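 also: 0% = median of compound wells and 100% = cells with positive control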
Target sequence (Q8TDV0 whole entry, looked up): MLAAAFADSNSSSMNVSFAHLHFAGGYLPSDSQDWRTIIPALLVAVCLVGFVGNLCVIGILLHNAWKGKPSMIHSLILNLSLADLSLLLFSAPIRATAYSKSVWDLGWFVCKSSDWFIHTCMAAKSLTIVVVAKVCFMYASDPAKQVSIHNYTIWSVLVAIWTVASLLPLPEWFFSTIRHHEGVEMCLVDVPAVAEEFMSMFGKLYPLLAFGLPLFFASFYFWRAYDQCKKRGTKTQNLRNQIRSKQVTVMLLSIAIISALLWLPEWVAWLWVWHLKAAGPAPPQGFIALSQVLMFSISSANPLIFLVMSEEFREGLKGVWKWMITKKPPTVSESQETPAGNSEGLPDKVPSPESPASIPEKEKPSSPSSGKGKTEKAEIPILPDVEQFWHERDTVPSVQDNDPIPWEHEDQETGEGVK
TEAD-YAP block = TEAD-YAP interaction inhibition | inhibition, % at 9.12 µM | hit rate 1.4% among 640,000 | AID 1259422 | HEK-TIYL cells, TEAD-Gal4/YAP UAS-luciferase luminescence; in the data active = inhibition above about 32%;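 also: 0% = median of test compound wells and 100% = reference inhibitor wells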
MITF inh = human MITF inhibition, primary screen; inhibition, % at 2.6 µM; AlphaScreen MITF homodimerization, bead proximity signal; AID 1259374; O75030; hit rate 0.91% among 650,000; in the data active = inhibition above about 50%;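 also: 0% = vehicle wells with protein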
Target sequence (O75030 whole entry, looked up): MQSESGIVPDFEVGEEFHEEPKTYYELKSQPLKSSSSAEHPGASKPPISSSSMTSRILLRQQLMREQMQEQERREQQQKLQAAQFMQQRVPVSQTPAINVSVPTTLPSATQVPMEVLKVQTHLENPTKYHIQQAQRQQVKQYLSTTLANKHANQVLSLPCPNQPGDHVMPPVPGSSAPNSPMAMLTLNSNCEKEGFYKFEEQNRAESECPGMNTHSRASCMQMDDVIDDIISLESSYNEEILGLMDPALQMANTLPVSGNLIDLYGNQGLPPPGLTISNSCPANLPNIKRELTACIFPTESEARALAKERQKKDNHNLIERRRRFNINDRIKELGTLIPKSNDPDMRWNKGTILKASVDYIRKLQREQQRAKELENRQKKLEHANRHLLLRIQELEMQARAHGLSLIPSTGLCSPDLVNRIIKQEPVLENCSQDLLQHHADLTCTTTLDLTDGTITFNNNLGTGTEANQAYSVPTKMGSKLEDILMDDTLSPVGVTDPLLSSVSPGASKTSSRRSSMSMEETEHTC
Numbers without * were called inactive.

SMILES | FBW7 activator | GPR151 activ | TEAD-YAP block | MITF inh
Cc1ccc(CSc2ncnc3c2c(-c2ccccc2)cn3-c2ccc(F)cc2)cc1 | 0.1 | 1.9 | 7 | 0
O=C1NC2(CCN(C(=O)Cn3cnc4ccccc4c3=O)CC2)Nc2ccccc21 | 0.0 | 0.6 | 7 | 2
COc1ccc(NC(=O)C2CCCN2S(=O)(=O)c2ccc3c(c2)CCC(=O)N3)cc1 (stereo not given) | 0.0 | -0.2 | -12 | -10
Cc1ccccc1-c1nc(CN2CCCC(C(=O)NCC3CCCO3)C2)c(C)o1 (stereo not given) | 0.1 | -0.7 | -15 | 0
O=C(CCCSc1nc2ccccc2[nH]1)NNC(=O)c1cccc(Cl)c1 | 0.0 | 1.6 | 2 | 2
O=C1CCCC(=O)N1c1ccc(N2CCCC(CO)C2)c([N+](=O)[O-])c1 (stereo not given) | 0.0 | -0.2 | 6 | 16
Cc1nc2sc3c(c2c2nncn12)CCC(C)C3 (stereo not given) | -0.1 | 1.0 | 2 | -7
O=C(Nc1ccc(Br)cc1)C(Cc1ccccc1)N1C(=O)c2ccccc2C1=O (stereo not given) | 0.0 | -0.3 | 5 | -3
CCCc1cc(-c2[nH]ncc2-c2ccc(C(=O)NN)o2)c(O)cc1O | 0.5 | -2.0 | 0 | 12
COc1ccc(C(=O)Nc2ccc(Cl)cn2)cc1Br | -0.1 | 1.9 | -61 | 2
O=C(OCc1cccc(S(=O)(=O)N2CCOCC2)c1)c1ccc(=O)[nH]c1 | 0.1 | 0.1 | -3 | 11
O=C1C(c2ccc(F)cc2)N(Cc2ccc(F)cc2)C(=O)CN1C1CCCC1 (stereo not given) | -0.1 | 1.4 | 0 | 1
CC(CC(=O)NC1CCCCCCC1)S(=O)(=O)c1ccc2c(c1)OCC(=O)N2 (stereo not given) | 0.0 | 1.0 | 4 | -10
CCCSC1=C(C#N)C(c2cccc(Cl)c2)CC(=O)N1 (stereo not given) | -0.2 | -1.0 | 5 | 1
COc1ccc(Br)cc1CN1CCCC(C)C1 (stereo not given) | -0.1 | 0.9 | 14 | -17
CC(Oc1cccc2ccccc12)C(=O)N/N=C/c1cccc([N+](=O)[O-])c1 (stereo not given) | 0.0 | -0.6 | 0 | 1
COc1cc(/C=N/NC(=O)CNc2cccc3ccccc23)cc(Br)c1O | 0.0 | -0.1 | 2 | -8
CC(C)CCNC(=O)CCC(=O)N1CCSc2ccccc21 | 0.3 | 0.4 | -6 | 10
CCOC(=O)c1cccc(NC(=O)C2CCCN(S(=O)(=O)c3cnc[nH]3)C2)c1 (stereo not given) | 0.1 | -0.2 | -1 | 5
CCOC(=O)C1=C(C)NC2=C(C(=O)CC(c3ccc(OC)cc3)C2)C1c1cccc(F)c1 (stereo not given) | 0.2 | -0.1 | 12 | -14
CCOc1cccc2cc(-c3csc(Nc4ccccc4OC)n3)c(=O)oc12 | 0.7 | -0.5 | 3 | 16
O=C(NC1CCCC1)c1ccc(Cl)s1 | 0.2 | -1.4 | -5 | -8
CCCOc1cc2oc(=O)c3c(c2cc1CC)CCCC3 | -0.1 | -0.4 | 7 | 0
Cc1cc(C(=O)N/N=C/c2cccc([N+](=O)[O-])c2O)n[nH]1 | -0.8 | -1.3 | 8 | 42
COc1ccc(N2CCN(C3CCCN(C(=O)CN4CCOC4=O)C3)CC2)cc1 (stereo not given) | 0.2 | 2.4 | -7 | 9
COc1cc(OC)cc(C(=O)Nc2ccccc2N2CCCCC2)c1 | 0.0 | 0.0 | -1 | 1
COc1ccc(-c2cc(C(F)(F)F)nc(NCC3CCCO3)n2)cc1 (stereo not given) | 0.1 | -0.5 | -3 | -4
Cc1ccccc1C(=O)N(CCc1ccccc1)CC(=O)Nc1sc(C)c(C)c1C(N)=O | 0.1 | 3.7 | 8 | 6
CCc1csc2ncc(C(=O)N[C@H](CO)C(C)C)c(=O)n12 | 0.4 | 0.0 | 5 | 1
N#Cc1c(N2CCC(C(N)=O)CC2)nc(N)c2c(N)nc3c(c12)CC(=O)N3Cc1ccco1 | 0.4 | 1.9 | -9 | 4
Cc1ccc(NC(=O)CNC(=O)OCc2ccccc2)cc1C | 0.4 | -1.2 | 14 | 11
COC(=O)[C@@H](NC(=O)c1cc(COc2ccccc2)on1)c1ccccc1 | -0.1 | -1.0 | -5 | -3
CC1CCN(c2c(NCC3CCC(C(=O)N4CCCC(C)C4)CC3)c(=O)c2=O)CC1 (stereo not given) | -0.2 | -0.4 | 7 | 1
CC(C)OCCCNC(=O)c1cccc2c1SCCC2=O | -0.2 | 2.2 | -4 | -4
Cc1ccccc1NC(=O)Cn1cc(C#N)c2ccccc21 | 0.4 | 0.2 | 2 | 5
Cc1ccc(C2CC(C(F)(F)F)n3nc(C(=O)NCCCn4ccnc4)cc3N2)cc1 (stereo not given) | 0.0 | 1.0 | 16 | -6

The list goes on, starting with the last 2 of the part before.
SMILES | FBW7 activator | GPR151 activ | TEAD-YAP block | MITF inh
Cc1ccccc1NC(=O)Cn1cc(C#N)c2ccccc21 | 0.4 | 0.2 | 2 | 5
Cc1ccc(C2CC(C(F)(F)F)n3nc(C(=O)NCCCn4ccnc4)cc3N2)cc1 (stereo not given) | 0.0 | 1.0 | 16 | -6
CCNc1nc(Nc2ccc(N3CCOCC3)cc2)c2[nH]cnc2n1 | 0.1 | 4.4 | -1 | 5
CCc1ccc(NC(=O)CSc2nc3n[nH]c(C)c3c(=N)n2-c2ccccc2C)cc1 | 0.0 | -0.6 | -14 | -2
Cc1ccc(NC(=O)COc2ccccc2Cl)c(Br)c1 | 0.0 | 0.6 | -8 | -8
Cc1cn([C@H]2C[C@@H](O)[C@@H](CO)O2)c(=O)n(C)c1=O | 0.0 | -1.9 | -4 | 0
COc1ccc2oc(=O)c(S(=O)(=O)c3ccc(F)cc3)cc2c1 | -0.1 | 1.4 | 5 | 9
COc1cc(NC(=O)c2cc(OC)c(OC)cc2OC)c(OC)cc1Cl | -0.1 | -0.1 | -5 | 1
COc1ccccc1CNC(=O)CC(NS(=O)(=O)c1ccc(C)cc1)c1ccco1 (stereo not given) | -0.1 | 0.4 | 5 | 4
O=C(CCc1nc2cccnc2n1Cc1cccs1)NCc1ccc(Cl)cc1 | 0.0 | -0.9 | 1 | -13
O=C(Nc1ccc2oc(-c3cccc4c(Br)cccc34)nc2c1)c1cccc(Cl)c1Cl | 0.7 | -0.7 | 1 | 3
CCOc1cc(C2C(C#N)=C(N)Oc3n[nH]c(-c4cccs4)c32)cc(Br)c1O (stereo not given) | -0.3 | -0.4 | -9 | 4
O=C1CCCN1CC1CCN(Cc2c(C(=O)N3CCCC3)nc3ccccn23)CC1 | 0.0 | 0.5 | 3 | -5
O=C1/C(=C/c2nc3ccccc3c(=O)n2-c2ccccc2[N+](=O)[O-])c2ccccc2N1Cc1ccccc1 | 0.0 | 0.3 | 7 | 1

Entries of single compounds, looked up by structure. Values in the order: FBW7 activator | GPR151 activ | TEAD-YAP block | MITF inh
COc1ccccc1CNC(=O)CC(NS(=O)(=O)c1ccc(C)cc1)c1ccco1 (stereo not given) in the list: -0.1 | 0.4 | 5 | 4
Cc1cn([C@H]2C[C@@H](O)[C@@H](CO)O2)c(=O)n(C)c1=O in the list: 0.0 | -1.9 | -4 | 0
COc1ccc2oc(=O)c(S(=O)(=O)c3ccc(F)cc3)cc2c1 in the list: -0.1 | 1.4 | 5 | 9

The list continues:
SMILES | FBW7 activator | GPR151 activ | TEAD-YAP block | MITF inh
O=C(Nc1ccccc1CO)c1cccc(I)c1 | 0.1 | -2.5 | -20 | -5
Cc1cccc(CC(=O)Nc2cnn(-c3cccc(C(=O)Nc4ccc5[nH]ncc5c4)c3)c2)c1 | 0.3 | 2.2 | 0 | 19
Cc1ccc(NC(=O)COc2ccc(Cl)cc2Cl)nc1 | 0.8 | -2.9 | 70* | 4
CCOC(=O)c1sc2ncn(N3Cc4ccccc4C3=N)c(=O)c2c1C | 0.6 | -1.7 | 10 | 1
COCCCNC(=O)c1ccc(C)cc1C | -0.1 | -0.8 | -18 | -10
COc1ccc(N(C(=O)c2ccccc2Cl)S(=O)(=O)c2ccc(C)cc2)cc1 | -0.1 | 0.6 | -1 | 4
Cc1ccc(C)c(-c2csc(NC(=O)c3ccc(S(=O)(=O)N4CCCCC4)cc3)n2)c1 | 0.0 | -1.0 | 17 | 3
CC1=C(C(=O)OC2CCCC2)C(c2cccc(Oc3ccccc3)c2)NC(=O)N1 (stereo not given) | 0.0 | -0.8 | -14 | 3
Clc1ccc(-c2nnc(SCc3ccccc3)o2)c(Cl)c1 | 0.2 | -1.3 | -15 | 16
CCCCN1C(=O)C(=O)C2=C(c3ccccc3)OC3(O)c4ccccc4C(O)(O)C213 (stereo not given) | -0.2 | 1.4 | 0 | 19
Cc1[nH]nc2c1C(c1ccccc1OC(=O)N1CCOCC1)C(C#N)=C(N)O2 (stereo not given) | 0.0 | 1.1 | 1 | -2
Cc1ccccc1OCC(=O)Nc1ccccc1N1CCN(C(=O)C(C)C)CC1 | 0.2 | -0.6 | -15 | 17
Cc1cn[nH]c1C1CCCN(C(=O)C(=O)CC(C)C)C1 (stereo not given) | 0.0 | -0.3 | -14 | -2
COC(=O)c1ccccc1NC(=O)Nc1cnccn1 | 0.0 | 0.5 | 5 | -11
CCOc1ccc(-c2c(C#N)c(N)nc3sc(C(=O)c4ccc(Cl)cc4)c(N)c23)cc1 | 0.2 | 0.5 | 1 | 13
CCCC1=C(C(=O)OCC)C(c2ccc(Cl)cc2)C(C#N)=C(N)O1 (stereo not given) | -0.1 | 1.2 | 0 | -10
Cc1ccc([N+](=O)[O-])c(OCCN2CCc3ccccc3C2)c1 | -0.3 | 0.0 | -20 | 19
CN(C)CCCNC(=O)c1ccc(F)cc1 | -0.1 | -1.9 | -4 | -7
COc1cccc2cc(-c3nc(-c4cccs4)no3)c(=O)oc12 | 0.5 | -0.3 | 6 | 14
CC(=O)NC1=NC(=O)/C(=C/c2cc(Br)c(OCc3ccc(C)cc3)c(Br)c2)S1 | -0.1 | 0.4 | 1 | 2
Cc1ccc(OCCSc2nc(C)cc(Oc3ccc(=O)n(C)n3)n2)cc1 | -0.2 | 4.2 | -5 | -6
COc1ccc(CCNC(=O)c2sc3ncn(CC(=O)Nc4ccc(C(C)C)cc4)c(=O)c3c2C)cc1OC | 1.1 | -0.3 | 15 | 16
O=C1N[C@@H](COCc2ccccc2)C(=O)N2C[C@@H](NCc3cccs3)C[C@@H]12 | 1.1 | -1.7 | 0 | 18
COc1ccc(-c2cccc3c2OC(CNC(C)=O)C3)nn1 (stereo not given) | -0.1 | -0.5 | -3 | 0

Filtered by structure: those above with a nitro group on carbon.
SMILES | FBW7 activator | GPR151 activ | TEAD-YAP block | MITF inh
O=C1CCCC(=O)N1c1ccc(N2CCCC(CO)C2)c([N+](=O)[O-])c1 (stereo not given) | 0.0 | -0.2 | 6 | 16
CC(Oc1cccc2ccccc12)C(=O)N/N=C/c1cccc([N+](=O)[O-])c1 (stereo not given) | 0.0 | -0.6 | 0 | 1
Cc1cc(C(=O)N/N=C/c2cccc([N+](=O)[O-])c2O)n[nH]1 | -0.8 | -1.3 | 8 | 42
O=C1/C(=C/c2nc3ccccc3c(=O)n2-c2ccccc2[N+](=O)[O-])c2ccccc2N1Cc1ccccc1 | 0.0 | 0.3 | 7 | 1
Cc1ccc([N+](=O)[O-])c(OCCN2CCc3ccccc3C2)c1 | -0.3 | 0.0 | -20 | 19

Carrying on:
SMILES | FBW7 activator | GPR151 activ | TEAD-YAP block | MITF inh
CCNc1nccc(NC2CCN(Cc3ccccc3)CC2)n1 | 0.2 | -1.9 | 14 | -23
Cc1cc(OCCCCNCCO)ccc1Cl | 0.0 | 0.3 | -1 | 19
Cc1cccc(Cc2cnc(NC(=O)c3cccs3)s2)c1 | 0.5 | 0.3 | -84 | 17
O=C(CCCCCn1c(SCc2ccc(F)cc2)nc2cc3c(cc2c1=O)OCO3)NCc1ccc2c(c1)OCO2 | 0.0 | 1.4 | 0 | 4
CN1C(=O)c2cccc(NC(=O)c3cc(-c4cccs4)nc4ccccc34)c2C1=O | 0.0 | -0.2 | 3 | 2
COc1cccc(NC(=O)N2CCCC2C(=O)Nc2ccccc2C)c1 (stereo not given) | 0.0 | 0.7 | -5 | 1
COc1ccc(CN2CCc3c(C(=O)N4CCCC4)c(OC)cc(=O)n3CC2)cc1OC | 1.3 | 1.0 | 7 | 10
COc1ccccc1CCc1nnc(CCC(=O)NCc2ccc3c(c2)OCO3)o1 | 0.2 | -0.2 | 7 | 9
CCN1CCN(Cc2cccc(Oc3ccccc3)c2)CC1 | 0.1 | -1.4 | 3 | 66*
CC(C)Cn1c(SCC(=O)Nc2ccc(Br)cc2)nnc1-c1ccncc1 | 0.0 | -0.4 | -4 | -3
CCN(CC)S(=O)(=O)c1cccc(C(=O)N2CCCCC2)c1 | 0.0 | 0.9 | 4 | 7
COc1ccc(CNc2cccc(F)c2)cc1 | 0.2 | -1.4 | 8 | 22
COc1ccc(NC(=O)Cn2cnc3sc(C)cc3c2=O)cc1Cl | 0.0 | -1.7 | 1 | 13
CCn1c(COc2cccc3ccccc23)nnc1SCC(=O)NC(C)(C)C | -0.2 | -0.5 | 7 | 6
Cc1nn(CC(=O)Nc2ccccn2)c(=O)c2ccccc12 | -0.4 | 0.5 | -5 | -4
CC12CN3CC(C)(CN(C1)C3(C)C1CCCCC1)C2=O (stereo not given) | -0.2 | 0.6 | 6 | -4
COc1ccc(CCC(=O)Nc2nc3nc(C)cc(C)c3s2)cc1 | 0.1 | 1.6 | 1 | 6
COc1cc(/C=C2\C(=O)N(c3ccc(C(=O)OC(C)C)cc3)N=C2C)ccc1OC(C)=O | -0.3 | 0.9 | -35 | -1
Cc1c(C(=O)Nc2ccc(F)cc2)sc2ncnc(N(C)c3ccccc3)c12 | 0.5 | -1.4 | 3 | 16
Cc1ccc2c(c1)N(CC(=O)NC(C)(C)C)C(=O)CO2 | 0.0 | -1.0 | -8 | 6

Screening data deposited in PubChem BioAssay by The Scripps Research Institute Molecular Screening Center.
